GC-A act – GC-A (human) enzyme activation | activation, % at 10 µM | HEK293 GC-A cells, cGMP TR-FRET, EC30 ANP; 0% at EC30 ANP, 100% saturating ANP | 370,000 compounds, 0.14% hits; in the data active = activation above about 40%
ASAP1 GAP inh – ASAP1 ArfGAP inhibition; ASAP1-stimulated ARF1 GTP hydrolysis, GDP FP detection; inhibition, % at 16.5 µM; Q9ULH1; AID 624377; 360,000 compounds, 0.19% hits; in the data active = inhibition above about 25%;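 also: 0% = vehicle with enzyme and substrate and 100% = no enzyme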
Target sequence (Q9ULH1 325-724 limits assumed): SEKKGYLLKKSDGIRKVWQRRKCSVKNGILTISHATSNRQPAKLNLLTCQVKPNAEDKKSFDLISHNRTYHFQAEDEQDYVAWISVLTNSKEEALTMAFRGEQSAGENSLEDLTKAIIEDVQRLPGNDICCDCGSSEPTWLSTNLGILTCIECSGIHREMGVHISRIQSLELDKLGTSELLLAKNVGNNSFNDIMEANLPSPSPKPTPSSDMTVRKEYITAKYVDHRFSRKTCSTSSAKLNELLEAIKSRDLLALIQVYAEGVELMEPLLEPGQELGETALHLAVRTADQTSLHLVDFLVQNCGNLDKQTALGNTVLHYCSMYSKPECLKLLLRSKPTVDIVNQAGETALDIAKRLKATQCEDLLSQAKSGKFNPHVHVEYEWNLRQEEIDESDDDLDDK
mABHD4 FP – inhibitors of mouse ABHD4. 370,000 compounds, 0.54% hits. Q8VD66. AID 720543. inhibition, % at 8.92 µM. purified mABHD4, FP-Rh probe fluorescence polarization;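 active = inhibition exceeding the mean over every tested compound plus 3 SD, cut at about 30% in these data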;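 also: 0% = plate median of compound wells and 100% = S159A mutant with DMSO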
Target sequence (Q8VD66 whole entry, looked up): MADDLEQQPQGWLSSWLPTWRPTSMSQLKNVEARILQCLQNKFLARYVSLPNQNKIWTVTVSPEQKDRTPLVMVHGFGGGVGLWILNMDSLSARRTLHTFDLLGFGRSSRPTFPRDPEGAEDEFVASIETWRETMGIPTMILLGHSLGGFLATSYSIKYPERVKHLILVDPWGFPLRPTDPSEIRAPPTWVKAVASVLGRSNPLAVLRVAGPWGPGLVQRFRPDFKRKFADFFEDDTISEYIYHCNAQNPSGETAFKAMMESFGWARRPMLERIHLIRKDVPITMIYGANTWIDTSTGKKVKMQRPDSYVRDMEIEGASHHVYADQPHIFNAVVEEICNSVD
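Doses – 8.92 µM, single dose · Material – wild-type mouse ABHD4 protein · Replication – single well per compound (singlicate) · Measure – percent inhibition of probe binding, normalized to plate controls · Schedule – 45 min compound pre-incubation plus 60 min probe step, 25 °C · Detection – fluorescence polarization with parallel and perpendicular emission, 525/598 nm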
HTRA1 inh – inhibitors of human serine peptidase HTRA1 | Q92743 | recombinant HTRA1, FP-rhodamine activity-based probe, fluorescence polarization | inhibition, % at 5.96 µM | 340,000 compounds, 0.5% hits | AID 504803; in the data active = inhibition above about 36%;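 also: 0% = enzyme with DMSO and 100% = wells lacking enzyme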
ARFGAP1 inhibitor – inhibits rat ARF GTPase activating protein 1 | Q62848 | 360,000 compounds, 0.26% hits | Arfgap1-stimulated ARF1 GTP hydrolysis, GDP FP detection | inhibition, % at 16.5 µM;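 active = inhibition above a per-plate limit, mean inhibition of low control wells plus 3 SD, cut at about 25% in these data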;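 also: 0% = DMSO wells with enzyme and 100% = wells lacking Arfgap1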
Target sequence (Q62848 1-136 limits assumed): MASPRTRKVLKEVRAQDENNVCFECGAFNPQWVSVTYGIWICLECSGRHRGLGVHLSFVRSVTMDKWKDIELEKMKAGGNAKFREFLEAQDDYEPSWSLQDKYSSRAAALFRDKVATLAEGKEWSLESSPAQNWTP
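Assay system: Rat Arfgap1 GAP domain (His6, aa 1-136), purified enzyme | Buffer or medium: HEPES 25 mM pH 7.5, NaCl 150 mM, MgCl2, DTT | Schedule: GTP hydrolysis reaction 2 h at 25 °C | Signal: FP of antibody-bound GDP Alexa 633 tracer, ex 620/em 688 nm | Measure: Percent inhibition of Arfgap1-stimulated GTP hydrolysis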
PG9 binder – small molecules binding HIV-1 gp120 antibody PG9. TR-FRET gp120-PG9 antibody binding. AID 624416. 360,000 compounds, 0.43% hits. inhibition, % at 6.7 µM; in the data active = inhibition above about 8.5%
rCAG RNA binder – binds r(CAG) RNA repeats; r(CAG) RNA repeat, TO-PRO-1 dye displacement fluorescence; inhibition, % at 3 µM; 370,000 compounds, 1.3% hits; AID 651821;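 active = inhibition above the plate cutoff, the mean of all test compounds on that plate plus 3 SD, cut at about 35% in these data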;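 also: 0% = DMSO alone and 100% = 100 µM mitoxantrone as full dye displacement; higher means more dye released from RNA so lower well fluorescence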
NR1D1 modulator – modulators of human Rev-erb alpha DNA binding. P20393. Rev-erbα–FITC-DNA binding, fluorescence polarization, 90 min. 370,000 compounds, 0.79% hits. AID 1259318. activity, % at 10 µM;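 active = activity above about 14%, limit read from the data; passing the limit was not always enough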;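 also: 0% = DMSO wells with 35 nM protein and 100% = DMSO wells with 750 nM protein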
GC-B act – GC-B (human) receptor activation; activation, % at 10 µM; P20594; HEK293-GC-B cells, CNP EC30, cGMP TR-FRET; 0% at EC30 CNP, 100% saturating CNP; 370,000 compounds, 0.11% hits; AID 1920062;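 active = activation at 10 µM reaching about 35% in either raw or pattern-adjusted values, limit read from the data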
SMARCA2 act – increases SMARCA2 function in MMTV reporter cells | activation, % at 9.1 µM | AID 652017 | MG213 cells, MMTV-luciferase reporter, dexamethasone, overnight | 370,000 compounds, 1% hits; in the data active = activation above about 7.8%;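 also: 0% = vehicle wells and 100% = reference activator wells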
Active calls of the source: *.

For COC(=O)C(NC(=O)c1ccc(C)cc1)(Nc1cccc(C)n1)C(F)(F)F (stereo unspecified) the results were GC-A act -7.1, ASAP1 GAP inh -4.1, mABHD4 FP -4.4, HTRA1 inh -6.9, ARFGAP1 inhibitor 0.6, PG9 binder -1.0, rCAG RNA binder -7.8, NR1D1 modulator 7.1, GC-B act 2.1 and SMARCA2 act -4.6.
Screening CCc1cc2c(COC(=O)c3c(C)noc3C)cc(=O)oc2cc1O returned GC-A act -1.8, ASAP1 GAP inh 1.5, mABHD4 FP -4.6, HTRA1 inh -10.7, ARFGAP1 inhibitor -14.5, PG9 binder 0.2, rCAG RNA binder 2.3, NR1D1 modulator 1.1, GC-B act -7.8 and SMARCA2 act 1.8.
O=C(CSc1nnc(-c2ccc(S(=O)(=O)N3CCCC3)cc2)o1)NCc1ccccc1 was read as GC-A act 0.7, ASAP1 GAP inh -12.3, mABHD4 FP -7.5, HTRA1 inh -2.0, ARFGAP1 inhibitor 6.9, PG9 binder -0.8, rCAG RNA binder 1.9, NR1D1 modulator -0.5, GC-B act -3.0 and SMARCA2 act -1.1.
Screening Cc1ccc2c(c1)C(=O)N1[C@H]3c4cc(C)ccc4OC[C@@H]3[C@H](c3ccccc3)[C@]1(C)C(=O)N2 returned GC-A act -2.0, ASAP1 GAP inh 7.0, mABHD4 FP -37.5, HTRA1 inh -43.0, ARFGAP1 inhibitor -2.1, PG9 binder -0.7, rCAG RNA binder 8.2, NR1D1 modulator 0.4, GC-B act 2.7 and SMARCA2 act 1.0.
For CCn1c(NCc2cc(OC)ccc2OC)nc2ccccc21 the results were GC-A act -10.3, ASAP1 GAP inh -2.8, mABHD4 FP 1.0, HTRA1 inh 1.6, ARFGAP1 inhibitor -1.8, PG9 binder -0.6, rCAG RNA binder -2.4, NR1D1 modulator 4.9, GC-B act -4.9 and SMARCA2 act 3.3.
COCCCNc1oc(COc2ccc(Cl)cc2Cl)nc1C#N was read as GC-A act 24.0, ASAP1 GAP inh 0.9, mABHD4 FP -7.0, HTRA1 inh 2.2, ARFGAP1 inhibitor -9.8, PG9 binder -0.6, rCAG RNA binder -0.7, NR1D1 modulator -2.1, GC-B act -11.2 and SMARCA2 act 0.3.
Screening CCSc1nnc(-c2ccc(Cl)cc2)c2ccccc12 returned GC-A act -6.5, ASAP1 GAP inh -4.3, mABHD4 FP 5.4, HTRA1 inh -3.2, ARFGAP1 inhibitor -7.8, PG9 binder 1.1, rCAG RNA binder 4.9, NR1D1 modulator 239.1*, GC-B act -2.5 and SMARCA2 act -1.1.
Screening O=C1C2C3CC(C(Br)C3Br)C2C(=O)N1c1nccs1 (stereo unspecified) returned GC-A act -1.1, ASAP1 GAP inh -10.1, mABHD4 FP 0.8, ARFGAP1 inhibitor -3.1, PG9 binder -2.0, rCAG RNA binder 0.7, NR1D1 modulator 7.5, GC-B act -2.9 and SMARCA2 act -3.5.
O=C1CSC(c2ccccn2)N1c1cccc(Cl)c1 (stereo unspecified) was read as GC-A act -3.6, ASAP1 GAP inh -4.6, mABHD4 FP -2.6, HTRA1 inh -3.3, ARFGAP1 inhibitor -2.6, PG9 binder 2.0, rCAG RNA binder -1.0, NR1D1 modulator -1.0, GC-B act -9.4 and SMARCA2 act -3.1.
Screening CCOc1ccc(Oc2ccc(NC(=O)[C@@H](NC(N)=O)[C@@H](C)CC)cc2)cc1 returned GC-A act 6.5, ASAP1 GAP inh -11.1, mABHD4 FP 2.0, HTRA1 inh 2.9, ARFGAP1 inhibitor -1.6, PG9 binder -0.3, rCAG RNA binder -5.4, NR1D1 modulator -3.0, GC-B act 0.6 and SMARCA2 act 1.2.
For CCn1nc(NC(=O)c2ccco2)c2cc3ccccc3nc21 the results were GC-A act 8.3, ASAP1 GAP inh 3.6, mABHD4 FP 4.5, HTRA1 inh -3.6, ARFGAP1 inhibitor 2.0, PG9 binder -6.3, rCAG RNA binder 2.9, NR1D1 modulator 2.3, GC-B act 2.2 and SMARCA2 act 1.0.
For COC(=O)c1c(NS(=O)(=O)Cc2ccccc2)sc2c1CCCC2 the results were GC-A act -0.2, ASAP1 GAP inh -8.2, mABHD4 FP 7.9, HTRA1 inh -8.8, ARFGAP1 inhibitor 3.5, PG9 binder -1.2, rCAG RNA binder 48.0*, NR1D1 modulator -2.9, GC-B act -0.1 and SMARCA2 act 0.5.
Screening COc1ccc(CC(=O)Nc2cc(S(=O)(=O)N3CCCC3)ccc2Cl)c(OC)c1 returned GC-A act 1.0, ASAP1 GAP inh -0.8, mABHD4 FP -7.0, HTRA1 inh -10.8, ARFGAP1 inhibitor -12.0, PG9 binder 1.1, rCAG RNA binder 3.5, NR1D1 modulator 2.1, GC-B act 1.6 and SMARCA2 act -2.0.
For O=C(CSc1nc2c([nH]c3ccccc32)c(=O)n1-c1ccccc1)NCC1CCCO1 (stereo unspecified) the results were GC-A act -2.4, ASAP1 GAP inh 0.9, mABHD4 FP 7.8, HTRA1 inh 0.5, ARFGAP1 inhibitor -4.2, PG9 binder -1.1, rCAG RNA binder -2.8, NR1D1 modulator 2.8, GC-B act 8.1 and SMARCA2 act -2.1.
`COCCCNc1nc2nonc2nc1N1C[C@H]2CC[C@H]1C2` gave GC-A act 0.9, ASAP1 GAP inh 11.1, mABHD4 FP -0.2, HTRA1 inh 4.1, ARFGAP1 inhibitor -2.7, PG9 binder -1.4, rCAG RNA binder -2.5, NR1D1 modulator -2.5, GC-B act -1.9 and SMARCA2 act -1.7.

Quoted at random: 2 records from the list, in no set order.
COCCCNc1oc(COc2ccc(Cl)cc2Cl)nc1C#N was read as GC-A act 24.0, ASAP1 GAP inh 0.9, mABHD4 FP -7.0, HTRA1 inh 2.2, ARFGAP1 inhibitor -9.8, PG9 binder -0.6, rCAG RNA binder -0.7, NR1D1 modulator -2.1, GC-B act -11.2 and SMARCA2 act 0.3.
For CCn1c(NCc2cc(OC)ccc2OC)nc2ccccc21 the results were GC-A act -10.3, ASAP1 GAP inh -2.8, mABHD4 FP 1.0, HTRA1 inh 1.6, ARFGAP1 inhibitor -1.8, PG9 binder -0.6, rCAG RNA binder -2.4, NR1D1 modulator 4.9, GC-B act -4.9 and SMARCA2 act 3.3.

Other entries
For CC(C(=O)Nc1ccc(S(=O)(=O)N2CCOCC2)cc1)N1C(=O)C2CC=CCC2C1=O (stereo unspecified) the results were GC-A act -2.0, ASAP1 GAP inh -22.4, mABHD4 FP 3.5, HTRA1 inh -25.0, ARFGAP1 inhibitor -4.4, PG9 binder 0.0, rCAG RNA binder 5.3, NR1D1 modulator -5.7, GC-B act -7.6 and SMARCA2 act -1.8.
Screening CN(Cc1ccc(C(F)(F)F)cc1)C(=O)[C@H]1O[C@@H](n2ccc(=O)[nH]c2=O)[C@H](O)[C@@H]1O returned GC-A act 3.5, ASAP1 GAP inh 11.1, mABHD4 FP -8.1, ARFGAP1 inhibitor -6.2, PG9 binder 0.1, rCAG RNA binder 0.0, NR1D1 modulator -5.1, GC-B act -0.8 and SMARCA2 act -5.5.
NC(=O)N/N=C/c1c(F)cccc1F was read as GC-A act -2.3, ASAP1 GAP inh -15.4, mABHD4 FP 3.1, HTRA1 inh 1.7, ARFGAP1 inhibitor -3.8, PG9 binder -2.7, rCAG RNA binder 0.5, NR1D1 modulator 1.1, GC-B act 3.7 and SMARCA2 act -3.8.
Screening COc1ccccc1C(C(=O)c1ccccc1)c1ccc(O)cc1 (stereo unspecified) returned GC-A act -1.3, ASAP1 GAP inh 2.5, mABHD4 FP -17.2, ARFGAP1 inhibitor 9.5, PG9 binder 0.5, rCAG RNA binder 3.4, NR1D1 modulator -1.3, GC-B act 0.5 and SMARCA2 act -2.8.
Screening O=C(Nc1ccc(C(=O)N2CCCC2)cc1)c1ccc(F)cc1Cl returned GC-A act 1.4, ASAP1 GAP inh 9.6, mABHD4 FP -2.1, HTRA1 inh -4.9, ARFGAP1 inhibitor -1.2, PG9 binder -0.4, rCAG RNA binder -5.8, NR1D1 modulator -1.9, GC-B act 0.2 and SMARCA2 act 0.2.
COc1ccc(S(=O)(=O)Oc2c(OC)cc(C(=S)N3CCOCC3)cc2OC)cc1 was read as GC-A act -0.8, ASAP1 GAP inh -9.2, mABHD4 FP -2.6, HTRA1 inh 5.2, ARFGAP1 inhibitor -3.2, PG9 binder 0.7, rCAG RNA binder -3.5, NR1D1 modulator 3.3, GC-B act -1.1 and SMARCA2 act -1.1.
CS(=O)(=O)c1ccc(C(=O)NNC(=O)c2cc(-c3ccccc3)n[nH]2)cc1 was read as GC-A act 1.8, ASAP1 GAP inh -1.9, mABHD4 FP 0.9, HTRA1 inh 4.0, ARFGAP1 inhibitor -0.4, PG9 binder -0.3, rCAG RNA binder 1.9, NR1D1 modulator 3.5, GC-B act 2.5 and SMARCA2 act 0.1.
Screening CN(C)CCNC(=O)c1c(O)c2c([nH]c1=O)CCCC2 returned GC-A act 0.8, ASAP1 GAP inh 4.1, mABHD4 FP -15.1, HTRA1 inh 1.8, ARFGAP1 inhibitor 7.7, PG9 binder 0.4, rCAG RNA binder -5.0, NR1D1 modulator -4.0, GC-B act 1.3 and SMARCA2 act 1.6.
`O=C(NCCN1CCOCC1)c1cc(-c2ccco2)on1` gave GC-A act -1.9, ASAP1 GAP inh 5.5, mABHD4 FP 3.5, HTRA1 inh 10.3, ARFGAP1 inhibitor -5.4, PG9 binder 0.4, rCAG RNA binder -1.9, NR1D1 modulator -7.7, GC-B act 0.0 and SMARCA2 act 0.5.
Screening CN1C[C@@H]2[C@@H]3C(=O)N(Cc4ccccc4)C(=O)[C@@H]3[C@](Cc3ccccc3)(C1=O)N2C(=O)c1ccc(F)cc1 returned GC-A act -1.4, ASAP1 GAP inh -4.4, mABHD4 FP -1.1, HTRA1 inh 2.2, ARFGAP1 inhibitor -9.3, PG9 binder 1.0, rCAG RNA binder -5.7, NR1D1 modulator 3.4, GC-B act 3.1 and SMARCA2 act 1.4.
For c1ccc(-c2nccnc2-c2ccccc2)cc1 the results were GC-A act -8.9, ASAP1 GAP inh 9.6, mABHD4 FP -6.6, HTRA1 inh 3.2, ARFGAP1 inhibitor 13.3, PG9 binder -0.8, rCAG RNA binder -3.4, NR1D1 modulator 5.5, GC-B act -2.9 and SMARCA2 act 0.2.
`O=C(NNc1c2ccccc2nc2ccccc12)c1ccccc1O` gave GC-A act 15.8, ASAP1 GAP inh 22.9, mABHD4 FP 27.8, HTRA1 inh 51.3*, ARFGAP1 inhibitor 6.2, PG9 binder -6.4, rCAG RNA binder 33.4, NR1D1 modulator 6.9, GC-B act 3.7 and SMARCA2 act 5.8.
NNc1nc(-c2ccccc2)cs1 was read as GC-A act 0.7, ASAP1 GAP inh -5.6, mABHD4 FP 8.4, HTRA1 inh -4.0, ARFGAP1 inhibitor 13.6, PG9 binder -1.3, rCAG RNA binder 9.6, NR1D1 modulator 1.2, GC-B act 0.7 and SMARCA2 act 4.8.
COc1cccc(-c2ncc3ccccc3c2COC(=O)N(C)C)c1 was read as GC-A act 8.7, ASAP1 GAP inh -5.3, mABHD4 FP -0.7, HTRA1 inh -4.5, ARFGAP1 inhibitor 7.7, PG9 binder 1.2, rCAG RNA binder -8.3, NR1D1 modulator 0.2, GC-B act 12.5 and SMARCA2 act 1.6.
